Screening data: PubChem BioAssay, several laboratories
CHRM5 antagonist = human M5 muscarinic receptor antagonists, primary screen, CHO cells, Fluo-8 calcium fluorescence; inhibition, % at 3 µM; CHO-hM5 cells, ACh EC80; Muscarinic acetylcholine receptor M5 (Homo sapiens), P08912; 360,000 compounds, 0.59% hits; AID 624040, 2012;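 active means inhibition above a per-plate cutoff, the mean of that plate's test compounds plus 3 SD, cut at about 27% in these data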;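 further: 0% = acetylcholine EC80 with DMSO and 100% = DMSO without agonist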
Target sequence (P08912 whole entry, looked up): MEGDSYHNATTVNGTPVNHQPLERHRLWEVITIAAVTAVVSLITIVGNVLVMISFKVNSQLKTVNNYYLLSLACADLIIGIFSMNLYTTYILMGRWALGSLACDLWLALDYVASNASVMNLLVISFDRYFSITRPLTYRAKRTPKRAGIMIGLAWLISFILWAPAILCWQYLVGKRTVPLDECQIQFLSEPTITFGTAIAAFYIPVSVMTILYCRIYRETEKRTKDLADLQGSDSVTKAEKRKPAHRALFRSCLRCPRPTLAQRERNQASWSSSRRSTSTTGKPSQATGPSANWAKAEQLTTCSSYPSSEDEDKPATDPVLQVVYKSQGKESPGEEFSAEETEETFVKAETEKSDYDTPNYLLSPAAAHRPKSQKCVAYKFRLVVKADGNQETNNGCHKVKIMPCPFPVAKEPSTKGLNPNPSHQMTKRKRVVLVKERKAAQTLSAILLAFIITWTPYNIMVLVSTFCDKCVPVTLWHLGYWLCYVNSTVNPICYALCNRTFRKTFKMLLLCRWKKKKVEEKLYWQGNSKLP
CHRM4 PAM = human M4 muscarinic receptor positive allosteric modulators, primary screen, CHO-K1 cells, Fluo-8 calcium fluorescence | activation, % at 3 µM | Muscarinic acetylcholine receptor M4 (Homo sapiens), P08173 | CHO-K1 hM4/Gqi5, ACh EC20; 0% = ACh EC20, 100% = maximal ACh | 360,000 compounds, 0.4% hits;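 active means activation above its plate's cutoff, the mean activation of sample wells plus 3 SD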; further: some results filed as inactive read as strong as hits
Target sequence (P08173 whole entry, looked up): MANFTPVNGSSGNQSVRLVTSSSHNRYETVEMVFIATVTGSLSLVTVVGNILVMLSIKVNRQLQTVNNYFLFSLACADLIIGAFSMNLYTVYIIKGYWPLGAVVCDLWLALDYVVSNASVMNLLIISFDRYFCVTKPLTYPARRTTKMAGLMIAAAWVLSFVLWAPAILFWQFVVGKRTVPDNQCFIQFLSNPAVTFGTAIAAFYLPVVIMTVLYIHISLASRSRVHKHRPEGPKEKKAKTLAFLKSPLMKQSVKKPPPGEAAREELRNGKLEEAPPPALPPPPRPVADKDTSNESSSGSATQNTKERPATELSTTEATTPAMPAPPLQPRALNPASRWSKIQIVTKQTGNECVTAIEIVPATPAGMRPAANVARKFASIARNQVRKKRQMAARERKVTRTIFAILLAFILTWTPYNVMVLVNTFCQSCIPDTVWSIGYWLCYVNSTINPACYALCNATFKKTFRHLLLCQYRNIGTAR
CHRM4 antagonist = human M4 muscarinic receptor antagonists, primary screen, CHO cells, Fluo-8 calcium fluorescence | inhibition, % at 3 µM | AID 624125, 2012 | 360,000 compounds, 0.73% hits | CHO-hM4 cells, ACh EC80;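 active means inhibition above its plate's cutoff, the mean inhibition of sample wells plus 3 SD, cut at about 27% in these data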;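 further: 0% = acetylcholine EC80 with DMSO and 100% = DMSO without agonist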
CRFR2-BP ag = agonists of CRF-BP/CRF-R2 complex, primary screen, cell-based, HEK293, calcium dye fluorescence, uHTS | CRF-binding protein / CRF receptor 2 complex (human) | calcium dye fluorescence (FLIPR); percent of saturating CRF peptide response | activation, % at 13.2 µM | 350,000 compounds, 0.46% hits;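 active means activation of at least 50%, plus an integration ratio under a set limit after plate pattern correction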;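 further: plate controls were neutral control wells without compound for no effect and CRF at EC100 for full effect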
CHRM1 PAM = human M1 muscarinic receptor positive allosteric modulators, primary screen, CHO-K1 cells, Fluo-8 calcium fluorescence, 1536-well; 360,000 compounds, 0.088% hits; activation, % at 3 µM; CHO-K1 hM1, ACh EC20; 0% = ACh EC20, 100% = maximal ACh; in the data active means activation above about 19%, passing the limit was not always enough
CHRM4 agonist = human M4 muscarinic receptor agonists, primary screen, CHO-K1 cells, Fluo-8 calcium fluorescence; Muscarinic acetylcholine receptor M4 (Homo sapiens), P08173; CHO-K1 hM4/Gqi5; vehicle 0%, full acetylcholine response 100%; activation, % at 3 µM; 360,000 compounds, 0.14% hits; AID 624127, 2012;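 active means activation above the run mean over all test wells plus 3 SD, cut at about 32% in these data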;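 further: peak over basal fluorescence ratio per well then scaled between controls; 0% = DMSO wells and 100% = acetylcholine at EC100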
M5 ag = human M5 muscarinic receptor agonists, primary screen, CHO-K1 cells, Fluo-8 calcium fluorescence. 360,000 compounds, 0.19% hits. Muscarinic acetylcholine receptor M5 (Homo sapiens), P08912. activation, % at 3 µM. CHO-K1 hM5 cells; 0% DMSO wells, 100% maximal acetylcholine response;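 active means activation above the run's mean over test compounds plus 3 SD, cut at about 23% in these data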;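 further: signal is peak over basal fluorescence ratio across the kinetic read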
CRFR2-BP antag = antagonists of CRF-BP/CRF-R2 complex, primary screen, cell-based, HEK293, calcium dye fluorescence, uHTS. CRF-induced calcium fluorescence. inhibition, % at 11.8 µM. 350,000 compounds, 0.59% hits;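 active means inhibition of the ligand-induced calcium signal above about 50% at the single tested concentration, limit read from the data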
CHRM5 PAM = human M5 muscarinic receptor positive allosteric modulators, primary screen, CHO-K1 cells, Fluo-8 calcium fluorescence; Muscarinic acetylcholine receptor M5 (Homo sapiens), P08912; CHO-K1 hM5, ACh EC20 PAM; 0% = ACh EC20, 100% = ACh EC100; activation, % at 3 µM; 360,000 compounds, 0.3% hits; AID 624038, 2012;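 active means activation above the run cutoff, the mean activation of all test compounds plus 3 SD, cut at about 18% in these data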
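Measured by: Fluo-8 calcium fluorescence; material: human M5 receptor in CHO-K1 cells; schedule: Post-acetylcholine fluorescence recording 140 s; benchmarks: low control EC20 acetylcholine (0%), high control EC100 acetylcholine (100%); read-out: Max/basal fluorescence ratio as % of EC20–EC100 ACh window; compound: single dose, 3 µM nominal final test concentration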
* hit, by the source's call; · = no result given.

The opening 6 entries, ahead of the listing:
1. CC(C)C[C@@H](CN=[N+]=[N-])N1CCN(CC(C)C)CCC1=O
2. CCC(C)[C@H](NC(=O)[C@@H]1CSC2c3ccccc3C(=O)N21)C(=O)NCc1ccco1 (some centres not stated)
3. Cn1c(NCc2ccccc2F)nc2cc(-c3ccsc3)sc2c1=O
4. CC(=O)c1ccc(N2CCN(C(=O)CCCn3c(=O)[nH]c4ccsc4c3=O)CC2)cc1
5. O=C(Nc1nc(-c2ccc3ccccc3c2)cs1)C1CCN(S(=O)(=O)c2cccs2)CC1
6. O=C(NCCCn1ccnc1)c1ccc(-c2cccc(C(F)(F)F)c2)o1

Compound	1	2	3	4	5	6
CHRM5 antagonist	7	12	3	18	17	-12
CHRM4 PAM	7	3	-2	-6	-7	5
CHRM4 antagonist	-5	-2	-12	4	16	-11
CRFR2-BP ag	-1.3	-2.6	·	-1.4	-0.2	-2.3
CHRM1 PAM	4	7	6	-8	-6	14
CHRM4 agonist	1	0	2	3	1	1
M5 ag	-8	-2	0	-3	-3	-7
CRFR2-BP antag	3	5	·	-7	1	-6
CHRM5 PAM	4	-6	-2	-6	-12	15

The listing, from the start:
1. CC(C)C[C@@H](CN=[N+]=[N-])N1CCN(CC(C)C)CCC1=O
2. CCC(C)[C@H](NC(=O)[C@@H]1CSC2c3ccccc3C(=O)N21)C(=O)NCc1ccco1 (some centres not stated)
3. Cn1c(NCc2ccccc2F)nc2cc(-c3ccsc3)sc2c1=O
4. CC(=O)c1ccc(N2CCN(C(=O)CCCn3c(=O)[nH]c4ccsc4c3=O)CC2)cc1
5. O=C(Nc1nc(-c2ccc3ccccc3c2)cs1)C1CCN(S(=O)(=O)c2cccs2)CC1
6. O=C(NCCCn1ccnc1)c1ccc(-c2cccc(C(F)(F)F)c2)o1
7. CC(C)Cn1c(/C=N/Nc2nc3ccccc3[nH]2)nc2ccccc21
8. O=C1/C(=C\c2ccc(-c3ccccc3[N+](=O)[O-])o2)C(c2ccccc2)=NN1c1ccccc1
9. Cc1[nH]n(-c2ccccc2)c(=O)c1N=Nc1c(Cl)cccc1Cl
10. N#C/C(=C\c1ccc(-c2ccccc2)cc1)c1nc(-c2ccco2)cs1

Compound	1	2	3	4	5	6	7	8	9	10
CHRM5 antagonist	7	12	3	18	17	-12	-1	-2	-3	6
CHRM4 PAM	7	3	-2	-6	-7	5	-4	5	3	1
CHRM4 antagonist	-5	-2	-12	4	16	-11	13	3	-5	8
CRFR2-BP ag	-1.3	-2.6	·	-1.4	-0.2	-2.3	-0.3	-1.6	3.2	9.3
CHRM1 PAM	4	7	6	-8	-6	14	-27	8	6	3
CHRM4 agonist	1	0	2	3	1	1	1	2	1	1
M5 ag	-8	-2	0	-3	-3	-7	-7	1	3	1
CRFR2-BP antag	3	5	·	-7	1	-6	-19	10	-7	0
CHRM5 PAM	4	-6	-2	-6	-12	15	-10	0	-2	-3

11. O=C(CNC(=O)OCc1ccccc1)NC1(C(=O)O)CCCC1
12. Cc1ccc(C)c(S(=O)(=O)N2CCN(CC(=O)NC(=O)NCc3ccccc3)CC2)c1
13. Cc1cccc(C)c1-n1nnnc1SCC(=O)N1CCNC1=O
14. O=C(CSc1nc2nc(-c3cccs3)cc(C(F)(F)F)c2c(=O)[nH]1)C(F)(F)F
15. O=C1CCSc2ccc(Cl)cc2N1Cc1ccccc1
16. Cc1ccc(N2C(=O)NC(C(F)(F)F)(C(F)(F)F)C3=C2CC(C)(C)CC3=O)cc1
17. COc1cc(C)c(NC(=O)COc2ccc3c(c2)OCO3)cc1C
18. COC(=O)C1CCN(CC(=O)Nc2sc3c(c2C#N)CCC3)CC1
19. Cc1ccc(C2c3[nH]c4ccccc4c3C[C@H]3C(=O)N(c4ccccc4C(=O)NCCN4CCOCC4)C(=O)N23)cc1 (some centres not stated)
20. O=C(/C=C/c1ccncc1)c1cc(Cl)ccc1O

Compound	11	12	13	14	15	16	17	18	19	20
CHRM5 antagonist	-1	13	-2	-5	7	6	0	-7	8	-14
CHRM4 PAM	3	-3	11	2	-8	-8	-4	2	-6	0
CHRM4 antagonist	-4	10	-3	0	-4	8	10	-9	-11	-14
CRFR2-BP ag	-2.5	1.2	1.8	-6.4	-1.1	-0.2	-1.0	0.8	1.0	-0.5
CHRM1 PAM	9	2	3	18	-7	-6	1	8	-6	19
CHRM4 agonist	0	2	2	3	-2	2	2	0	17	3
M5 ag	3	-3	7	1	-10	-5	0	-5	4	-2
CRFR2-BP antag	-3	2	-14	-17	5	-2	7	-5	-12	6
CHRM5 PAM	6	-10	2	6	-15	-7	-2	2	-9	9

21. Cc1ccn2c(=O)c(NC(=O)c3ccc4c(c3)OCO4)c(C)nc2c1
22. CC(=O)Nc1cccc(OCC(=O)NS(=O)(=O)c2ccc(Cl)cc2)c1
23. COc1cccc(N2CCN(C(=O)CCS(=O)(=O)c3ccc4c(c3)oc(=O)n4C)CC2)c1
24. COc1ccc(CNC(=O)C[C@H]2C[C@H](C(=O)N3CCOCC3)[C@@]3(CCC4CCCC4)c4[nH]c5cc(-c6ccco6)ccc5c4CCN3C2=O)cc1OC
25. CCNc1nc(NOC)nc(OCC#N)n1
26. Cc1ccc(N2C(=O)C(Cl)=C(Nc3c(C)n(C)n(-c4ccccc4)c3=O)C2=O)cc1
27. COc1cc(OC)cc(C(=O)OCC(=O)c2ccc(S(=O)(=O)N3CCCCC3)cc2)c1
28. Cn1c(N)c(C(=O)COC(=O)Cc2ccccc2F)c(=O)n(C)c1=O
29. CC(C)Oc1cccc(C(=O)Nc2ccccc2N2CCOCC2)c1
30. CCN(CC(=O)Nc1cc(Cl)ccc1C)C(=O)Cn1c(=O)cnc2ccccc21

Compound	21	22	23	24	25	26	27	28	29	30
CHRM5 antagonist	-3	-3	5	-5	5	-4	-4	7	5	3
CHRM4 PAM	2	-2	6	3	4	7	-5	2	-9	0
CHRM4 antagonist	-11	-10	8	-1	-9	9	4	-2	-4	-8
CRFR2-BP ag	-0.5	-4.1	-0.9	-1.0	-0.3	-1.2	16	1.0	1.1	0.7
CHRM1 PAM	8	5	8	1	16	0	6	-5	-5	7
CHRM4 agonist	4	0	2	0	0	0	-1	1	4	2
M5 ag	2	1	-3	0	0	0	4	2	-2	4
CRFR2-BP antag	-5	13	3	5	-8	7	32	7	-6	22
CHRM5 PAM	-3	-2	0	-1	-1	5	2	-2	-13	4

31. CC1CCCC(NC(=O)C2CCN(S(=O)(=O)c3cccc4nonc34)CC2)C1C (configuration not stated)
32. COc1cc(OC)nc(Oc2ccccc2C(=O)Oc2ccc(Cl)cc2)n1
33. Cc1ccccc1Nc1ccc(S(=O)(=O)N2CCOCC2)cc1[N+](=O)[O-]
34. CCn1nc(NC(=O)CC(C)C)c2cc3cccc(C)c3nc21
35. COc1ccccc1CCC(=O)OCC(=O)Nc1c(C)nn(-c2ccccc2)c1C
36. O=C(COC(=O)C1CCN(S(=O)(=O)c2c(Cl)cccc2Cl)CC1)NCc1ccco1
37. C(=N\NCc1ccccc1)/c1ccc2nccnc2c1
38. Cc1ccc(-c2csc3ncnc(SCC(=O)NCC4CCCO4)c23)cc1 (configuration not stated)
39. CC1(c2nnnn2Cc2ccccc2)CCC(=O)N1C1CC1 (configuration not stated)
40. N#C/C(=C\c1ccncc1)c1nc2c(s1)CCCC2

Compound	31	32	33	34	35	36	37	38	39	40
CHRM5 antagonist	12	1	9	2	7	-2	8	-9	6	-6
CHRM4 PAM	-3	-17	1	0	-5	-1	2	0	-1	9
CHRM4 antagonist	10	6	-8	2	-29	-6	8	3	9	-6
CRFR2-BP ag	-0.3	4.1	-3.1	-0.4	-1.0	-1.7	-5.4	-0.2	·	-1.3
CHRM1 PAM	10	-11	-8	5	1	2	14	0	·	5
CHRM4 agonist	1	-2	2	0	16	9	0	0	1	1
M5 ag	-2	-3	-6	-3	0	1	-5	0	2	1
CRFR2-BP antag	-4	-4	20	-12	2	5	11	-2	·	-8
CHRM5 PAM	1	-7	-9	-2	-17	-3	-4	2	-2	7

41. CSCCC(C(=O)OCC(=O)c1ccc(C)c(C)c1)N1C(=O)c2ccccc2C1=O (configuration not stated)
42. COC(=O)/C(=C\Nc1ccc(OC)cc1)NC(=O)c1ccc(Cl)cc1Cl
43. Cn1ccc2c(-c3cccc4ccccc34)cc3c(c21)C1CCC3C1 (configuration not stated)
44. Cc1cc(C)nc(SCc2nnc(SCC(=O)Nc3cc(C(F)(F)F)ccc3Cl)o2)n1
45. COc1ccc(CCN(C)C(=O)N2CCOCC2)cc1OC
46. Cc1cc(Nc2ccc(F)c(F)c2)nc(-c2ccccc2O)n1
47. Nc1nc(NC(=O)c2cccc(S(=O)(=O)N3CCCCCC3)c2)nc(-c2ccccc2)n1
48. O=C(CN1C(=O)S/C(=C\c2cccs2)C1=O)Nc1ccc(C(=O)O)c(O)c1
49. O=C(CCc1nnc(CCc2c[nH]c3ccccc23)o1)NC1CCC1
50. COc1ccc(/C=C/C2=Nc3ccccc3NC(C)(C)C2)cc1OC

Compound	41	42	43	44	45	46	47	48	49	50
CHRM5 antagonist	5	0	-2	5	-3	-5	1	-5	2	-5
CHRM4 PAM	-2	11	-4	6	5	-9	-2	4	-9	-5
CHRM4 antagonist	-4	5	-6	-1	5	10	0	10	5	-6
CRFR2-BP ag	14	-0.2	·	3.1	0.0	0.0	2.2	-1.1	-1.2	1.1
CHRM1 PAM	-2	6	17	8	13	6	5	16	-1	4
CHRM4 agonist	3	0	-3	2	0	1	2	-1	1	2
M5 ag	-2	-3	0	-1	-1	0	-4	-1	-4	1
CRFR2-BP antag	10	-4	·	-53	20	-6	8	0	-10	-14
CHRM5 PAM	-1	-5	1	5	0	5	-5	5	-2	2

Among those listed so far, these have a COOH group.
11. O=C(CNC(=O)OCc1ccccc1)NC1(C(=O)O)CCCC1
48. O=C(CN1C(=O)S/C(=C\c2cccs2)C1=O)Nc1ccc(C(=O)O)c(O)c1

Compound	11	48
CHRM5 antagonist	-1	-5
CHRM4 PAM	3	4
CHRM4 antagonist	-4	10
CRFR2-BP ag	-2.5	-1.1
CHRM1 PAM	9	16
CHRM4 agonist	0	-1
M5 ag	3	-1
CRFR2-BP antag	-3	0
CHRM5 PAM	6	5

(listing goes on)
51. COc1cccc(CNC(=O)CNS(=O)(=O)c2ccc(Br)s2)c1
52. CCOc1ccc(CCNC(=O)COC(=O)c2ccc(C)c([N+](=O)[O-])c2)cc1OCC
53. O=c1c2ccccc2nc(COc2ccccc2)n1/N=C/c1c[nH]c2ccccc12
54. CN1C=CC=C/C1=C1/SC(=S)N(Cc2ccccc2)C1=O

Compound	51	52	53	54
CHRM5 antagonist	20	-8	8	16
CHRM4 PAM	-13	0	-2	-11
CHRM4 antagonist	12	-4	-3	8
CRFR2-BP ag	-1.2	-1.1	-0.2	-2.0
CHRM1 PAM	16	7	3	-20
CHRM4 agonist	3	0	2	1
M5 ag	-2	0	-2	-9
CRFR2-BP antag	-8	1	-19	21
CHRM5 PAM	-2	7	-7	-19
